Screens from PubChem BioAssay.
LYPLA1 inh: blocks human lysophospholipase 1, a PME1 counter-screen. recombinant LYPLA1, FP-Rh probe fluorescence polarization. inhibition, % at 5.9 µM. 320,000 tested, 0.16% active. AID 2174;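 active means inhibition above the mean of all tested compounds plus 3 SD, set per campaign, cut at about 14% in these data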;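 further: inhibitors block serine hydrolase probe labeling of LYPLA1 so polarization falls; 0% = enzyme with DMSO and 100% = wells lacking LYPLA1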
LYPLA2 counter: LYPLA2 (human) inhibition in PME1 counter-screen; O95372; 320,000 tested, 0.38% active; recombinant LYPLA2, FP-Rh probe fluorescence polarization; inhibition, % at 5.9 µM;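 active means inhibition above the screen-wide mean plus 3 SD, limit set per campaign, cut at about 26% in these data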;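 further: 0% = LYPLA2 with DMSO and 100% = wells lacking LYPLA2 enzyme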
Target sequence (O95372 whole entry, looked up): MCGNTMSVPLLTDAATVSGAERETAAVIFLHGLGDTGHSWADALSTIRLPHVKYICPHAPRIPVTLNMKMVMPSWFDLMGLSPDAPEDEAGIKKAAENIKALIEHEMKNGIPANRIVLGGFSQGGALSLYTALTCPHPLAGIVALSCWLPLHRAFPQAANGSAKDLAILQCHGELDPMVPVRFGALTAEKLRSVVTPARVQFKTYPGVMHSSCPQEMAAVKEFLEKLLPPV
PAFAH1B3 inh: inhibitors of human PAFAH1B3; inhibition, % at 3.39 µM; Q15102; recombinant PAFAH1B3, FP-rhodamine probe, fluorescence polarization; 340,000 tested, 0.28% active;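 active means inhibition above the screen-wide average of all tested compounds plus 3 SD, cut at about 25% in these data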;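 further: 0% = enzyme with DMSO only and 100% = wells lacking PAFAH1B3 protein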
Target sequence (Q15102 whole entry, looked up): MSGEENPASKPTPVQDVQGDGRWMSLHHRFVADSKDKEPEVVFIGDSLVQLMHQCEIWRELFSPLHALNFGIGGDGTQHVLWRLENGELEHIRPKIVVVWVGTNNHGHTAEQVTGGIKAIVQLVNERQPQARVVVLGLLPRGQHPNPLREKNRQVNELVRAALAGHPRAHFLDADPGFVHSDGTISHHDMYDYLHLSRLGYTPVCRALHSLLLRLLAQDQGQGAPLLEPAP
PREPL inh: human PREPL enzyme inhibition. recombinant PREPL, fluorescence polarization activity-based probe. 320,000 tested, 0.68% active. Q4J6C6. inhibition, % at 5.96 µM. AID 2751; in the data active means inhibition above about 43%;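 further: 0% = enzyme with DMSO and 100% = wells lacking enzyme; many of its hits are not listed in these tables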
pPAFAH inh: pPAFAH (human) enzyme inhibition. Q13093. recombinant pPAFAH, FP-rhodamine probe fluorescence polarization. inhibition, % at 3.39 µM. 330,000 tested, 1.5% active. AID 463082;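 active means inhibition above the mean inhibition across the screen plus 3 SD, cut at about 25% in these data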;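 further: inhibitors block binding of the rhodamine activity-based probe so polarization drops; 0% = enzyme with DMSO and 100% = wells lacking pPAFAH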
PAD4 inh: inhibitors of human PAD4; AID 485272; recombinant PAD4, RCA probe fluorescence polarization; inhibition, % at 6.36 µM; Q9UM07; 330,000 tested, 0.41% active;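 active means percent inhibition above a cutoff equal to the mean of all tested compounds plus 3 SD, cut at about 15% in these data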;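 further: 0% = PAD4 with RCA probe and DMSO and 100% = probe without PAD4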
PAFAH1B2 inh: inhibitors of human PAFAH1B2. P68402. recombinant PAFAH1B2, FP-rhodamine activity probe, fluorescence polarization. inhibition, % at 3.39 µM. 340,000 tested, 1.2% active. AID 492953;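 active means inhibition above the mean of all tested compounds plus 3 SD, cut at about 24% in these data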;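 further: 0% = enzyme with DMSO and 100% = wells lacking PAFAH1B2; many of its hits are not listed in these tables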
Target sequence (P68402 whole entry, looked up): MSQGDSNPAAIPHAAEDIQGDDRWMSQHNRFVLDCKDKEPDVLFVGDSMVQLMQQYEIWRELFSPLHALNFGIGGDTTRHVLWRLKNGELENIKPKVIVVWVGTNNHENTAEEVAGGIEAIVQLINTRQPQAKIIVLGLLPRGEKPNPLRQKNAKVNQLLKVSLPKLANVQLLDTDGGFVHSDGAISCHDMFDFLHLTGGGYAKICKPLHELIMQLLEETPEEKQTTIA
PME-1 inh: blocks human protein phosphatase methylesterase 1; inhibition, % at 5.9 µM; Q9Y570; 320,000 tested, 0.53% active; recombinant PME-1, FP-Rh probe fluorescence polarization;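 active means inhibition above the campaign mean of all compounds plus 3 SD, cut at about 26% in these data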;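 further: competitive labeling of PME-1 active site by serine hydrolase directed probe; 0% = PME-1 with DMSO and 100% = wells lacking PME-1 enzyme; inhibitors block probe labeling so polarization falls and inhibition rises; many of its hits are not listed in these tables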
Target sequence (Q9Y570 whole entry, looked up): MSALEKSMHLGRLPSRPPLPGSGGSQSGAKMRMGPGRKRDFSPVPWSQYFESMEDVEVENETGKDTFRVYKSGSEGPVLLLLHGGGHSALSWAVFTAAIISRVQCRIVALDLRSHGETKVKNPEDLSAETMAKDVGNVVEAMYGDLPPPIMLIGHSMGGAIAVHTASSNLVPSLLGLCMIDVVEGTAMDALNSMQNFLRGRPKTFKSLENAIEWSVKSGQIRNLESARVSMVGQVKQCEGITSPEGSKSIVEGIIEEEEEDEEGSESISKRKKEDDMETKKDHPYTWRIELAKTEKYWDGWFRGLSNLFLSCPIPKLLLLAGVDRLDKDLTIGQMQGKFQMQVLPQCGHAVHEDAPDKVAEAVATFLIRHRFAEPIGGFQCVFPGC
GSTO1 counter: counter-screen for RBBP9 inhibitors: inhibitors of human GSTO1. P78417. recombinant GSTO1, activity-based probe fluorescence polarization. inhibition, % at 5.96 µM. 300,000 tested, 1.1% active. AID 1974;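 active means inhibition above the campaign mean inhibition plus 3 SD, cut at about 35% in these data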;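 further: 0% = GSTO1-1 with DMSO and 100% = wells lacking GSTO1-1 enzyme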
* hit, by the source's call; · = not tested or not shown.

SMILES	LYPLA1 inh	LYPLA2 counter	PAFAH1B3 inh	PREPL inh	pPAFAH inh	PAD4 inh	PAFAH1B2 inh	PME-1 inh	GSTO1 counter
Cc1cc2oc3cc(NCCC4CCCN4C)ccc3c(=O)c2cc1C (stereo unspecified)	4	2	7	22	3	-2	5	4	-136
CCN(CC)S(=O)(=O)c1cccc(C(=O)Nc2ccc3c(c2)OCO3)c1	1	9	7	7	7	0	0	6	0
COC(=O)C1OC(OC2CC[C@]3(C)C(CC[C@@]4(C)[C@@H]3CC=C3[C@@H]5CC(C)(C)CC[C@]5(C(=O)OC5OC(CO)C(O)C(O)C5O)CC[C@]34C)C2(C)C)C(O)C(O)C1O[C@H]1OCC(O)C(O)C1O (stereo partly specified)	·	·	0	6	-4	1	0	·	·
CCCNC(=O)C1CCCN(S(=O)(=O)c2ccc3c(c2)CC(C)N3C(=O)C2CC2)C1 (stereo unspecified)	-2	-7	4	1	-11	-10	6	-6	5
O=C1CNC(=O)N1Cc1ccc(Br)cc1	4	3	·	-5	4	-9	·	0	2
O=C(NCc1ccco1)/C(=C/c1ccc(Br)cc1)NC(=O)c1ccco1	2	11	9	5	8	2	6	0	2
COc1ccc2nccnc2c1[N+](=O)[O-]	-3	-4	8	-5	2	4	1	0	2
CC(C)(O)[C@H](O)COc1c2ccoc2cc2oc(=O)ccc12	-5	-3	3	-3	-7	-9	-4	-6	10
Cc1cc(Cl)nc(-n2nc(C)cc2C)n1	-1	-1	·	-3	-2	-2	·	-4	-4
CCCOC(=O)COC(=O)c1ccccc1NC(=O)c1ccccc1	-2	-4	1	4	-2	-6	0	-2	12
O=C(Cn1c(=O)cnc2ccccc21)NNC(=O)c1ccccc1Cl	2	5	4	11	-5	1	2	-4	·
CCOc1ccc(C(=O)NCCC(=O)N2CCC3(CC2)NCCc2[nH]cnc23)cc1OCC	0	-7	7	-7	3	-2	3	-10	1
O=C1c2ccccc2C(=O)N1CCc1csc(-c2ccccc2)n1	7	3	-5	8	-1	0	4	0	-2
CC(=O)Nc1ccc(/C=C(\C#N)S(=O)(=O)c2ccc(C)cc2)cc1	·	·	-4	11	4	-4	10	·	·
COc1ccc(NC(=O)CCn2nnc(-c3ccc(C)cc3)n2)cc1OC	-3	-7	2	2	-2	3	1	-3	-2
O=C(/C=C\Nc1ccc(Br)cc1)c1cccnc1	1	3	5	12	3	-4	2	-6	-2
CCOc1ccc(C2C(C#N)=C(N)Oc3cc(C)n(CCN(C)C)c(=O)c32)cc1OCC (stereo unspecified)	-2	-4	2	-4	3	-1	-3	-7	9
COC(=O)c1ccccc1N1C(=O)C2C(C1=O)C1C=CC2C12CC2 (stereo unspecified)	1	3	7	19	-2	-3	1	2	4
COc1cc(OC)cc(OCC(O)Cn2cnc(-c3ccccc3)c2)c1 (stereo unspecified)	3	7	2	4	1	2	-1	-1	15
CC(=O)C(Cc1ccccc1)NC(=O)COC(=O)c1ccc(-n2cnnn2)cc1 (stereo unspecified)	·	·	4	-6	-6	-3	4	·	·
CS(=O)(=O)N1CCC(Oc2ccccc2C(=O)N2CCNC(=O)C2)CC1	-3	-1	3	-4	0	-3	9	-3	1
CCN1CCN(c2nc3c(C)cccn3c(=O)c2/C=C(\C#N)C(=O)NC)CC1	-2	-1	10	1	10	0	-2	4	-7
CC(C(N)=O)N1C(=O)c2cccc3cccc1c23 (stereo unspecified)	2	4	-1	3	4	1	2	0	-6
Nc1cc(Oc2ccc(Cl)cc2Cl)nc(N)n1	-3	-2	7	-16	4	1	8	-4	1
COc1cc(OC)cc(C(=O)NC(C(=O)Nc2ccc3c(c2)CCC3)C(C)C)c1 (stereo unspecified)	-1	1	-1	1	-1	-1	2	3	·

Looked up by compound from the entries so far, 4 records:
SMILES	LYPLA1 inh	LYPLA2 counter	PAFAH1B3 inh	PREPL inh	pPAFAH inh	PAD4 inh	PAFAH1B2 inh	PME-1 inh	GSTO1 counter
O=C1CNC(=O)N1Cc1ccc(Br)cc1	4	3	·	-5	4	-9	·	0	2
COC(=O)c1ccccc1N1C(=O)C2C(C1=O)C1C=CC2C12CC2 (stereo unspecified)	1	3	7	19	-2	-3	1	2	4
CCCNC(=O)C1CCCN(S(=O)(=O)c2ccc3c(c2)CC(C)N3C(=O)C2CC2)C1 (stereo unspecified)	-2	-7	4	1	-11	-10	6	-6	5
CC(=O)Nc1ccc(/C=C(\C#N)S(=O)(=O)c2ccc(C)cc2)cc1	·	·	-4	11	4	-4	10	·	·

Other results.
SMILES	LYPLA1 inh	LYPLA2 counter	PAFAH1B3 inh	PREPL inh	pPAFAH inh	PAD4 inh	PAFAH1B2 inh	PME-1 inh	GSTO1 counter
CC1CCN(C(=O)Cn2c3ccc(F)cc3c3nc4n(c(=O)c32)CCCS4)CC1	1	5	2	0	3	4	-1	0	0
Cc1ccc(C(=O)N2CC(=O)Nc3ccc(F)cc3C2c2ccccc2)cc1[N+](=O)[O-] (stereo unspecified)	-3	34*	9	5	7	-5	-5	5	8
CCN(CC)CCOc1ccccc1C(C)=O	0	-3	5	13	-3	0	1	0	12
CC1(C)Cc2c(cnn2-c2ccccc2)C(NC(=O)CCCN2CCCCC2=O)C1 (stereo unspecified)	-2	6	-5	7	0	-22	-6	5	5
COc1ccc(C(=O)N[C@H](C(=O)N2CCN(c3ccccc3F)CC2)C(C)C)cc1	1	6	-5	-2	-2	0	1	-3	25
O=C(CSc1nnc(COc2cccc3cccnc23)o1)N1CCN(C(=O)c2ccco2)CC1	-4	0	2	0	4	0	4	-3	6
O=C(c1ccc([N+](=O)[O-])cc1)N1CCSC1c1ccccc1Cl (stereo unspecified)	-1	3	6	6	-1	-1	1	6	9
CNC(=S)N(CCc1c(C)[nH]c2ccccc12)Cc1ccco1	3	-3	5	-4	7	2	7	3	-6
CC(=O)c1oc2ccccc2c1NC(=O)CCCN1C(=O)c2ccccc2C1=O	-1	6	3	0	-3	-7	2	-1	4
O=C(NCc1ccc2c(c1)OCO2)c1nnc(Cc2ccc(F)cc2)o1	2	0	5	-6	23	-1	5	-2	9
CCn1c(O)c(/C=N/N=C/c2ccccc2)c2ccc(C3=NNC(=O)CC3)cc21	1	19	13	72*	19	-2	4	24	0
O=C(NCCNC(=O)c1cc(OCC(F)(F)F)ccc1OCC(F)(F)F)Nc1ccc(Cl)cc1	-7	20	·	2	2	-4	·	-14	-10
O=C(NC(=S)NNC(=O)c1ccccc1O)c1cccc([N+](=O)[O-])c1	-3	-3	19	13	17	0	10	5	7
CCOC(=O)C1=C(C)NC(=O)NC1c1cc(Br)c(O)c(OC)c1 (stereo unspecified)	2	0	13	-10	5	2	1	4	1
O=C(Cc1ccccc1)NCCS(=O)c1ccc(Cl)cc1 (stereo unspecified)	-1	0	4	4	-6	-1	7	0	-2
CCCCCn1c(SCC#N)nc2cc(C(=O)NCC3CCCO3)ccc2c1=O (stereo unspecified)	-1	2	11	4	6	-1	-3	4	-1
CCc1ccc(C(=O)NNC(=O)CCc2nc3ccccc3c(=O)[nH]2)cc1	-1	0	1	1	3	-4	-1	9	-1
COc1cccc(OCc2cc(C(=O)N3CCN(c4ccccc4OC)CC3)no2)c1	5	11	0	10	-1	4	2	-1	-4
Cc1csc2nc(O)c(C(=O)NCC3CCCO3)c(=O)n12 (stereo unspecified)	-1	-2	12	11	2	-3	-3	2	5
O=c1c2c(O)cc(O)cc2oc2ccc(O)c(O[C@@H]3O[C@H](CO)[C@@H](O)[C@H](O)[C@H]3O[C@H]3O[C@H](CO)[C@@H](O)[C@H](O)[C@H]3O)c12	2	0	10	0	-1	-1	1	0	9
O=C(NCCCn1ccnc1)c1cc2cc([N+](=O)[O-])ccc2oc1=O	5	-1	-2	12	2	3	-2	5	-2
O=C(NCCCc1nc2ccccc2[nH]1)c1cccs1	1	-9	6	-3	1	-7	3	0	-2
O=C(NCCCN1CCN(c2ccccc2F)CC1)C1CCN(S(=O)(=O)c2cccs2)CC1	-3	1	-3	19	0	-6	6	16	-5
CCOC(=O)c1cnn2c(N)c(C#N)nnc12	1	5	-1	14	0	3	2	0	3
CCOc1ccc(NC(=O)C2=NN(c3ccccc3)C(=O)CC2)cc1S(=O)(=O)N1CCCCC1	3	2	1	17	1	4	0	-1	·

New compounds follow:
SMILES	LYPLA1 inh	LYPLA2 counter	PAFAH1B3 inh	PREPL inh	pPAFAH inh	PAD4 inh	PAFAH1B2 inh	PME-1 inh	GSTO1 counter
COc1ccccc1C(=O)NCCC(=O)NN1C(=O)NC2(CCCCC2)C1=O	4	2	9	-11	-3	2	-3	-4	0
COc1ccc(-n2cc(-c3ccccc3)c3c(N4CC(C)OC(C)C4)ncnc32)cc1 (stereo unspecified)	-3	-4	11	7	-2	3	-3	-10	7
CC1CCN(C2(O)C(=O)Nc3ccc(Cl)cc32)CC1 (stereo unspecified)	1	2	9	0	0	-2	-2	9	4
Cc1ccc(C)c(NC(=O)C2CCCN(c3cnccn3)C2)c1 (stereo unspecified)	2	11	9	2	3	-8	4	7	1
Cc1c(N/C(=N/S(=O)(=O)c2ccc(Cl)cc2)c2ccccc2)c(=O)n(-c2ccccc2)n1C	-3	-2	·	7	82*	0	·	4	-3
O=C(CSc1ccc2nnc(-c3ccncc3)n2n1)NCc1ccco1	-2	0	6	-7	-2	0	0	-1	3
O=C(COC(=O)C1CC(=O)N(CCc2ccccc2)C1)c1ccc[nH]1 (stereo unspecified)	2	4	6	-17	10	-2	6	-1	·
Cc1ccc(S(=O)(=O)N2CCCC(C(=O)NCC3CCCO3)C2)cc1 (stereo unspecified)	0	0	4	4	8	-2	5	-3	7
Cn1nc(C(=O)OCC(=O)Nc2ccc(S(N)(=O)=O)cc2)c2ccccc2c1=O	1	2	8	14	0	-1	2	-9	16
Cc1ccc2nc(-c3ccccc3)cc(C(=O)N3CCN(c4ccccc4O)CC3)c2c1	-5	-6	3	-104	0	-1	0	-5	-1
O=C1NCC2=C1C(c1ccc(Br)cc1)Nc1ccccc1N2 (stereo unspecified)	-2	2	9	3	6	-2	4	5	10
CCOc1ccc(S(=O)(=O)N2CCN(Cc3ccc4c(c3)OCO4)CC2)cc1C	2	8	4	9	4	-2	8	-2	-2
Cc1ccc(N(Cc2ccccc2)C(=O)c2ccc(C)c(S(=O)(=O)N3CCOCC3)c2)cc1	-1	-1	13	24	2	3	4	14	·
CCSc1nc2c(cnn2-c2ccc(C)cc2)c(=O)[nH]1	-3	-2	3	16	-7	1	-2	-2	-5
COCCCN1C(=O)c2ccc(C(=O)OCC(=O)NCCc3ccccc3)cc2C1=O	0	-2	0	13	22	-2	2	-6	-2
CC1CCCN(C(=O)c2ccc(CNc3c(N4CCCCC4)c(=O)c3=O)cc2)C1 (stereo unspecified)	5	1	-1	-2	1	6	-3	-5	5
COCc1nnc(NC(=O)CCS(=O)(=O)c2ccccc2)s1	5	5	13	12	0	2	7	5	-2
CS(=O)(=O)N(Cc1ccco1)Cc1ccccc1Cl	3	5	6	-5	1	2	6	0	1
O=C1CCCc2sc3c(c2N1)CCCCC3	2	0	6	10	2	-4	7	-1	7
CCOC(=O)C1=C(COC(=O)CNC(=O)c2ccc(Cl)cc2Cl)NC(=O)NC1C (stereo unspecified)	1	-3	3	7	4	3	1	6	-2
COCc1ccc(C(=O)N2CCCC(N3CCN(c4ccccc4C)CC3)C2)s1 (stereo unspecified)	6	6	2	21	9	-3	0	-2	-5
Cc1ccc(S(=O)(=O)N2CCCC2)cc1[N+](=O)[O-]	1	1	0	-6	2	-3	4	0	2
C=CCNC(=S)Nc1sc2c(c1C(=O)OCC)CC(C)(CC)OC2 (stereo unspecified)	-6	-7	1	-3	-2	-1	6	-9	2

Some of the compounds tested. The share of hits here may be higher or lower than overall.
